Bioassay records as filed in PubChem.
KAT2A inh – inhibitors of human GCN5L2 histone acetyltransferase | Q92830 | GCN5L2 HAT assay, ThioGlo1 CoA-SH fluorescence | Potency, µM (highest dose often 58.9 µM), inactives show at the highest dose activity change, negative = inhibition, actives largely listed as inhibitors | 0.21% of 390,000 active | AID 504327
Target sequence (Q92830 whole entry, looked up): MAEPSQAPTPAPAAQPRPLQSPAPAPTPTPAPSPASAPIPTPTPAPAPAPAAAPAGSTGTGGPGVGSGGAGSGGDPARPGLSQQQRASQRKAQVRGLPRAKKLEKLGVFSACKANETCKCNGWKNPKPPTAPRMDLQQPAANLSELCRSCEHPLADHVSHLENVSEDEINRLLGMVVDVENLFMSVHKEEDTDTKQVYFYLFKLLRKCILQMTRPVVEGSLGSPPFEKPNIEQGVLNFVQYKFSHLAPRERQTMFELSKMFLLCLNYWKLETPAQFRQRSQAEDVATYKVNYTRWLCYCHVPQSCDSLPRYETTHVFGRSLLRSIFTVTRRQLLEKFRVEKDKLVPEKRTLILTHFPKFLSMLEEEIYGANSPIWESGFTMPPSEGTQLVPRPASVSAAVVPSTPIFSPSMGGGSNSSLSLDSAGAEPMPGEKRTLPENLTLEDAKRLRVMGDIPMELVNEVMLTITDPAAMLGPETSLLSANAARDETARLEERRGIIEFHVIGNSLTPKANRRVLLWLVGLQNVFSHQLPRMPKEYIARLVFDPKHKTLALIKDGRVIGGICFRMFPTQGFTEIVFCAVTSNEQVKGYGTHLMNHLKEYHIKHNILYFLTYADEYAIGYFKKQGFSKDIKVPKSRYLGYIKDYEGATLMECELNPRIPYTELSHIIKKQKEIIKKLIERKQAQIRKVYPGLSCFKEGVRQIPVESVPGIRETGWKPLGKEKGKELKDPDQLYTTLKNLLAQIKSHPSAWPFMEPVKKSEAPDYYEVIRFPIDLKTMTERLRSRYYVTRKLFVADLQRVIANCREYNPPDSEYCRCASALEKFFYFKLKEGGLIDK
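Titration-based screen in which CoA formation is detected via maleimide probe ThioGlo1 (50uM) turning fluorescent on thiol reaction; substrates H3(1-25) 75uM and acetyl-CoA 70uM, GCN5L2 20nM, 20 min incubation at room temperature.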
DT40 TDP1 no CPT – qHTS for Inhibitors of human tyrosyl-DNA phosphodiesterase 1 (TDP1): qHTS in cells in absence of CPT; 15% of 420,000 active; DT40 Tdp1-/- hTDP1 cells, no CPT, ATP luminescence, 48 h; Potency, µM (titrated, usually from 46.2 µM), inactives show top-dose activity change, negative = growth inhibition, usual class: inhibitors; also: nearly all actives have a fitted effect of over 55% in size
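Readout: luminescence from CellTiter-Glo after 30 min in the dark at RT. Cells: DT40 Tdp1-/- with stable hTDP1, 400/well. Exposure: compounds alone, ≥48 hr, 37 °C.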
TDP1 cell CPT – DT40-hTDP1 cell growth loss with CPT. chicken DT40 Tdp1-/-;hTDP1 cells + 20 nM CPT, ATP luminescence, 48 h. Potency, µM (titrated, usually from 46.2 µM), without a hit: at the highest dose activity change, negative = growth inhibition, hits mostly inhibitors. 12% of 420,000 active. AID 686979; also: nearly all actives have a fitted effect of over 55% in size
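Chicken DT40 Tdp1-/- cells complemented with human TDP1, 400 cells/well, exposed to compounds plus 20 nM camptothecin for at least 48 h at 37 C; viability read as ATP content by CellTiter-Glo luminescence.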
* = called active by the depositor; ? = inconclusive; . = no result given; [ ] = remark or other dose. Calls follow the shape of the dose curve; as a rule, active = well fitted curve in the direction sought with a large enough effect; inconclusive = small, poorly fitted or top-dose-only effect, or another doubt; inactive = no such curve, though single readings can be large; an effect the other way counts as inactive or inconclusive. % is scaled to controls: 0 for no effect and ±100 for the full control effect; potency is read from the fitted curve at half-maximal effect. Not a hit list, and some 18% of all compounds hit somewhere here.

Compound | KAT2A inh | DT40 TDP1 no CPT | TDP1 cell CPT
COc1ccc(C(=O)OCC(=O)c2ccco2)cc1[N+](=O)[O-] | . | 1% | 4%
O=S(=O)([O-])CCC[N+]1(CC#Cc2ccccc2)CCCCC1 | 0% | 15µM* | 16µM*
CCc1cccc(CC)c1NC(=O)CSc1nc2ccc(N3C(=O)C4C(C3=O)[C@H]3C=C[C@@H]4C3)cc2s1 (some centres not stated) | -16% | 8.2µM* | ?
O=C(Nc1ccc(Br)cc1)c1ccc(F)c(S(=O)(=O)N2CCN(c3ccccn3)CC2)c1 | 2% | 7.3µM* | ?
Cn1c(SCC(=O)Nc2nc3ccccc3s2)nnc1-c1ccccc1 | -5%[0.501 µM] | -12% | -22%
CCCCCNC(=O)Cn1c(=O)c2c(ncn2CC(C)C)n(Cc2ccccc2)c1=O | -2% | -14% | 9%
COc1cccc(CNC(=O)c2cc3c(C)nc4ccccc4c3o2)c1 | -9% | 18µM* | 23µM*
C=CCn1cnc2c(nnn2-c2cc(C)cc(C)c2)c1=O | -5% | 5% | 14%
CC(=O)Nc1ccc(S(=O)(=O)NNC2=NS(=O)(=O)c3ccccc32)cc1 | -2% | 9% | 5%
CC1(C(=O)Nc2cccc3cccnc23)CCN1C(=O)CC1CC1 (configuration not stated) | . | -17% | -23%

Compound | KAT2A inh | DT40 TDP1 no CPT | TDP1 cell CPT
Cc1cccc(NC(=O)c2ccc3c(c2)OCCO3)c1C | 1% | -13% | -13%
CCOC(=O)c1c(C)[nH]c(C)c1S(=O)(=O)Nc1ccc(CN2CCCCC2)cc1 | 2% | 19% | 0%
c1ccc(Nc2nc(N3CCOCC3)nc(N3CCOCC3)n2)cc1 | -15% | 16µM* | 16µM*
CCN(CC)C(=O)c1ccc(N)cc1 | -8% | 7% | 1%
CCC1CCc2sc(C(=O)OCC(=O)N(CCOC)c3c(N)n(Cc4ccccc4)c(=O)[nH]c3=O)cc2C1 (configuration not stated) | 0% | ? | ?
Cc1cc(C=O)cc(C)c1[N+](=O)[O-] | . | ? | ?
O=C(Nc1nnc(C2CCCO2)s1)c1ccc(Br)cc1 (configuration not stated) | -9% | -6% | ?
CC(=O)Oc1ccc(/C=c2\sc3ncnn3c2=O)cc1 | 3% | ? | 21µM*
Nc1c2c(nc3ccccc13)N(c1ccccc1)CC2 | -22% | ? | 15µM*
CN(CC(=O)Nc1ccc(Cl)c(C(F)(F)F)c1)C(=O)c1cnccn1 | 0% | ? | ?

Compound | KAT2A inh | DT40 TDP1 no CPT | TDP1 cell CPT
COc1ccc2cc(OC)c(C(=O)N3CCOCC3)cc2c1 | -2% | 7% | 10%
Cc1ccc(NS(=O)(=O)c2ccccc2F)cc1S(=O)(=O)N1CCCCCC1 | -2% | -6% | 1%
Cc1c(O)ccc2c(CN3CCN(C/C=C/c4ccccc4)CC3)cc(=O)oc12 | -15% | ? | ?
COc1ccccc1CNC(=O)CCC1N=C2c3ccccc3N=C(SCc3ccc(C)cc3C)N2C1=O (configuration not stated) | -9% | ? | 16µM*
CC1(C)CC(NC(=O)c2cccc([N+](=O)[O-])c2)CC(C)(C)N1 | -17% | 3% | -1%
COc1cc(C=O)ccc1OCc1cccc(Br)c1 | -12% | -7% | -2%
CCOC(=O)CN(C(=O)COc1nc(C)cc(C)c1C#N)c1ccc(Cl)cc1 | -10% | ? | ?
O=C1OCc2cc(NS(=O)(=O)c3cccs3)ccc21 | -4% | 10% | 5%
CC(=O)NCC(=O)OC(C)C(=O)Nc1ccc(C(C)=O)cc1 (configuration not stated) | 2% | 0% | -6%
COc1cc(CNCCc2ccccc2F)ccc1OCc1ccc(Cl)nc1 | -2% | 23µM* | 15µM*

Compound | KAT2A inh | DT40 TDP1 no CPT | TDP1 cell CPT
CCN1C(=O)CSc2ccc(C(=O)NCc3ccc(OC)cc3)cc21 | 0% | -13% | -22%
COc1cccc(C(=O)NCC(=O)OCC(=O)NC2CCCCC2)c1 | -6% | -2% | 5%
Cn1c(=O)cc(SCC(=O)NCC2COc3ccccc3O2)c2ccccc21 (configuration not stated) | -12% | -15% | 1%
O=C(c1ccc(F)cc1)N1CCCC(C(=O)N2CCCCC2)C1 (configuration not stated) | -3% | 5% | -9%
c1ccc(CCN(Cc2ccccc2)C2CCN(C3CCCC3)CC2)cc1 | -6% | -26% | 1%
CCCCn1c(N)c(N(CC(C)C)C(=O)c2ccc(N3C(=O)c4ccccc4C3=O)cc2)c(=O)[nH]c1=O | -2% | -8% | 24%
O=C(NC1CCCC1)C(c1ccc(F)cc1)N(Cc1ccccc1)C(=O)c1csnn1 (configuration not stated) | -4% | ? | -38%
COc1cc(/C=C2\SC(=O)N(CC(=O)Nc3cccc(C)c3)C2=O)ccc1OC(C)C(=O)O (configuration not stated) | . | -22% | -25%
Cc1c(O)ccc2c(CN3CCN(Cc4ccccc4)CC3)cc(=O)oc12 | -16% | -20% | -29%
CCCN(Cc1cccs1)C(=O)Nc1cc(C)ccc1OC | -4% | 16µM* | ?

Compound | KAT2A inh | DT40 TDP1 no CPT | TDP1 cell CPT
COc1ccc(CC(=O)NCc2ccc3c(c2)CCN3C(=O)c2ccc(C)cc2)cc1OC | 4% | 12µM* | 13µM*
O=C(C1CC(=O)N(c2ccc3c(c2)OCCO3)C1)N1CCN(S(=O)(=O)c2ccccc2F)CC1 (configuration not stated) | . | ? | ?
Cc1c(C(=O)N2CCOCC2)oc2c1-c1nn(CC(=O)NCc3cccc(Cl)c3)cc1CC2 | -4% | 16µM* | ?
N#Cc1ccc(CN2CCC3(CC2)CCN(C(=O)c2csnn2)CC3)cc1 | 2% | ? | -2%
CCOc1ccccc1NC(=O)Cn1cnc2c1c(=O)n(C)c(=O)n2C | -3% | -27% | ?
COc1ccc(CN(CC(=O)NCc2ccco2)C(=O)CCC(=O)Nc2nccs2)cc1 | -3% | ? | -28%
CC(C)CN(C(=O)c1cccc(S(=O)(=O)N2CCN(C)CC2)c1)C1CCS(=O)(=O)C1 (configuration not stated) | 2% | 7% | 8%
CC1CCCCC1NC(=O)c1ccncc1 (configuration not stated) | 3% | 11% | -1%
COc1ccc(S(=O)(=O)Nc2ccc3oc4ncccc4c(=O)c3c2)cc1OC | 4% | ? | ?
COc1ccc(OC2C(=O)N(Cc3ccc4c(c3)OCO4)C2c2cccs2)cc1 (configuration not stated) | -8% | ? | ?

Compound | KAT2A inh | DT40 TDP1 no CPT | TDP1 cell CPT
Cc1ccc(Cl)cc1NC(=O)CSc1nccn1C | -3% | 0% | -9%
O=S(=O)(Nc1cccc(-c2cn3c(n2)SCC3)c1)c1cccs1 | -21% | ? | -8%
CCn1c(SCC(=O)NNC(=S)Nc2ccccc2)nnc1-c1ccc(Cl)cc1 | 0% | ? | ?
CCOC(=O)N1CCN(C(=O)c2ccc3oc(CCCc4ccccc4)nc3c2)CC1 | -14% | ? | ?
CC(C)c1ccc(S(=O)(=O)N2CCC(C(=O)N3CCN(c4cccc(Cl)c4)CC3)CC2)cc1 | . | ? | 26µM*
CCOc1ccccc1N(C)C(=O)c1sc2ncn(CC(=O)N3CCCCC3C)c(=O)c2c1C (configuration not stated) | -8% | ? | ?
Cc1noc(C)c1CSc1nc2ccccc2c(=O)n1-c1ccc(F)cc1F | -5% | 7.3µM* | 8.2µM*
CC(C(=O)NCC1(c2ccccc2)CCOCC1)N1CCOCC1 (configuration not stated) | 3% | -2% | 2%
CCOc1ccc(OCC)c2sc(C)nc12 | -1% | ? | -15%
CCc1onc(C)c1C(=O)Nc1cc(C)ccc1OC | -11% | ? | -23%

Gathered by group: the entries above containing a cyano group
Compound | KAT2A inh | DT40 TDP1 no CPT | TDP1 cell CPT
CCOC(=O)CN(C(=O)COc1nc(C)cc(C)c1C#N)c1ccc(Cl)cc1 | -10% | ? | ?
N#Cc1ccc(CN2CCC3(CC2)CCN(C(=O)c2csnn2)CC3)cc1 | 2% | ? | -2%

Back to the main list; the 2 compounds before the break are reprinted first.
Compound | KAT2A inh | DT40 TDP1 no CPT | TDP1 cell CPT
CCOc1ccc(OCC)c2sc(C)nc12 | -1% | ? | -15%
CCc1onc(C)c1C(=O)Nc1cc(C)ccc1OC | -11% | ? | -23%
CC(C)(C)c1ccc(C(=O)NC(=S)Nc2nc3c(s2)CCCC3)cc1 | -11% | 29µM* | 26µM*
COc1nnc(-c2ccc(N3CCCCC3)c(NC(=O)c3ccccc3Cl)c2)c2ccccc12 | -7% | 6.5µM* | 6.5µM*
COc1cccc(C(C(=O)NC2CCCC2)N2CCN(c3cc(C)nc4ccccc34)CC2)c1OC (configuration not stated) | . | 21µM* | 23µM*
Cc1cc(NC(=O)CSc2nnc(C3CC3)n2N)c([N+](=O)[O-])cc1C | -18% | -13% | 5%
COc1cc(C(=O)Nc2ccc(S(=O)(=O)Nc3nccc(C)n3)cc2)c([N+](=O)[O-])cc1OC | ? | -11% | 29%
CC(=O)Nc1ccc(S(=O)(=O)N2CCC(C(=O)NCCc3c[nH]c4ccccc34)CC2)cc1 | 2% | 7% | -1%
CCN(CC)c1ccc(NC(=O)c2cc(S(=O)(=O)N3CCc4ccccc43)cn2C)c(C)c1 | 2% | ? | -29%
CC(C)(C)Nc1ncnc2sc(-c3ccccc3)cc12 | -20% | 23µM* | 26µM*
CN(C)c1ncc2nc(CCc3ccccc3)c(=O)n(Cc3ccc(F)cc3)c2n1 | ? | -27% | 2%
O=C(Cn1cnc2c(oc3ccccc32)c1=O)c1ccccc1 | -2% | -2% | 9%

Compound | KAT2A inh | DT40 TDP1 no CPT | TDP1 cell CPT
Cc1cc(C(=O)NCc2ccc(C(=O)O)o2)c(C)o1 | 2% | -9% | 0%
COc1ccc(-c2cc(C(F)(F)F)nc(SCCC(=O)N3CCN(C)CC3)n2)cc1 | . | 0% | 4%
Cc1ccc(-n2ncc3c(NNC(=O)c4ccccc4C)ncnc32)cc1 | 2% | ? | ?
CCOC(=O)C1=CN(Cc2cccc(F)c2)S(=O)(=O)N(CC)C1CCc1ccccc1 (configuration not stated) | -8% | ? | ?
CCOC(=O)c1cc2sccc2n1CC(=O)O | 0% | 1% | -2%
COc1ccc(C23CC4CC(CC(C4)C2)C3)cc1C(=O)NCCN(C)C | -4% | 8.2µM* | 21µM*
CC(NC(=O)c1cc2c(s1)CCCC2)C(C)(C)C (configuration not stated) | 1% | -20% | ?
Cc1ccc(NS(=O)(=O)c2ccc(OCC(=O)NCc3ccco3)cc2)cc1 | 1% | ? | 18µM*
O=C(Cc1ccccc1[N+](=O)[O-])OCC(=O)N1CCN(c2ccccc2)CC1 | -1% | -23% | -9%
CC1CN2C(c3ccc(Cl)cc3)=CSC2=N1 (configuration not stated) | -5% | -7% | 1%

Whole records, quoted from the list:
Profile of O=C(Nc1ccc(Br)cc1)c1ccc(F)c(S(=O)(=O)N2CCN(c3ccccn3)CC2)c1 → KAT2A inh = 2%; DT40 TDP1 no CPT = 7.3µM*; TDP1 cell CPT = ?
Profile of COc1cc(CNCCc2ccccc2F)ccc1OCc1ccc(Cl)nc1 → KAT2A inh = -2%; DT40 TDP1 no CPT = 23µM*; TDP1 cell CPT = 15µM*

Other structures
Compound | KAT2A inh | DT40 TDP1 no CPT | TDP1 cell CPT
COc1ccc(CCN2CC(C(=O)NCc3cccc4[nH]ccc34)CCC2=O)cc1 (configuration not stated) | -3% | ? | ?
CCOC(=O)N1CCN(C(=O)COc2ccc([N+](=O)[O-])cc2)CC1 | -2% | 5% | 5%
Cc1ccc(NC(=O)c2cc(S(=O)(=O)N3CCOCC3)cn2C)c(C)c1 | 1% | -7% | -5%
CCOc1ccc2nc(N3CCCC(C(=O)NCc4ccccc4OC)C3)sc2c1 (configuration not stated) | -1% | 23µM* | ?
CCOC(=O)c1c(C)[nH]c(C(=O)OCC(=O)NCc2ccco2)c1C | . | 23µM* | 18µM*
Cc1cccc(C)c1NC(=O)C1(C)CSCC(=O)N1CC(C)C (configuration not stated) | . | -4% | 4%
CCn1cc(CN2CCC(C(=O)Nc3cccc(-c4cccc(F)c4)c3)CC2)cn1 | -4% | ? | -24%
CCCCN(C(=O)Nc1ccccc1)C1CCS(=O)(=O)C1 (configuration not stated) | 0% | 15% | 6%
O=C(C1=NN[C@@H]2C(=O)N(c3cccc(C(F)(F)F)c3)C(=O)[C@H]12)C(c1ccccc1)c1ccccc1 | 7% | -8% | -1%
COC(=O)c1c(-c2cccs2)csc1NC(=O)COc1ccccc1 | ? | 21µM* | 16µM*

Compound | KAT2A inh | DT40 TDP1 no CPT | TDP1 cell CPT
CCOC(=O)C(Cc1ccccc1)NC(=O)CCc1nnc2ccc(N3CCCCC3)nn12 (configuration not stated) | -1% | 29% | -8%
CCCCN(CC)CCCNC(=O)c1nn(C)c2c1CSc1ccccc1-2 | -7% | ? | 26µM*
O=C(COC(=O)c1cc(-c2cccnc2)nc2ccccc12)Nc1ccc(F)cc1F | 1% | 1% | -3%
O=c1c(-c2ccco2)[n+]([O-])c2ccccc2n1OCc1ccccc1 | ? | 12µM* | 12µM*
